Granule exo inh: blocks lytic granule exocytosis. TALL-104 LAMP-1 surface exposure, flow cytometry; cells stimulated with thapsigargin and PMA. inhibition, % at 10 µM. 360,000 compounds, 0.66% hits. AID 651702;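 active means inhibition above about 55%, limit read from the data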
NCOA3 inh: human NCOA3 inhibition. HEK293 GAL4-SRC3 luciferase reporter, luminescence. inhibition, % at 3.6 µM. 360,000 compounds, 0.17% hits;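 active means inhibition above a per-campaign cutoff, the mean of all compounds plus 3 SD, cut at about 60% in these data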;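 further: 0% = DMSO-treated cells and 100% = gossypol-treated cells at 36 µM; higher means less SRC3-driven luciferase light from the GAL4 reporter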
Target sequence (Q9Y6Q9 whole entry, looked up, the tested form may be a part): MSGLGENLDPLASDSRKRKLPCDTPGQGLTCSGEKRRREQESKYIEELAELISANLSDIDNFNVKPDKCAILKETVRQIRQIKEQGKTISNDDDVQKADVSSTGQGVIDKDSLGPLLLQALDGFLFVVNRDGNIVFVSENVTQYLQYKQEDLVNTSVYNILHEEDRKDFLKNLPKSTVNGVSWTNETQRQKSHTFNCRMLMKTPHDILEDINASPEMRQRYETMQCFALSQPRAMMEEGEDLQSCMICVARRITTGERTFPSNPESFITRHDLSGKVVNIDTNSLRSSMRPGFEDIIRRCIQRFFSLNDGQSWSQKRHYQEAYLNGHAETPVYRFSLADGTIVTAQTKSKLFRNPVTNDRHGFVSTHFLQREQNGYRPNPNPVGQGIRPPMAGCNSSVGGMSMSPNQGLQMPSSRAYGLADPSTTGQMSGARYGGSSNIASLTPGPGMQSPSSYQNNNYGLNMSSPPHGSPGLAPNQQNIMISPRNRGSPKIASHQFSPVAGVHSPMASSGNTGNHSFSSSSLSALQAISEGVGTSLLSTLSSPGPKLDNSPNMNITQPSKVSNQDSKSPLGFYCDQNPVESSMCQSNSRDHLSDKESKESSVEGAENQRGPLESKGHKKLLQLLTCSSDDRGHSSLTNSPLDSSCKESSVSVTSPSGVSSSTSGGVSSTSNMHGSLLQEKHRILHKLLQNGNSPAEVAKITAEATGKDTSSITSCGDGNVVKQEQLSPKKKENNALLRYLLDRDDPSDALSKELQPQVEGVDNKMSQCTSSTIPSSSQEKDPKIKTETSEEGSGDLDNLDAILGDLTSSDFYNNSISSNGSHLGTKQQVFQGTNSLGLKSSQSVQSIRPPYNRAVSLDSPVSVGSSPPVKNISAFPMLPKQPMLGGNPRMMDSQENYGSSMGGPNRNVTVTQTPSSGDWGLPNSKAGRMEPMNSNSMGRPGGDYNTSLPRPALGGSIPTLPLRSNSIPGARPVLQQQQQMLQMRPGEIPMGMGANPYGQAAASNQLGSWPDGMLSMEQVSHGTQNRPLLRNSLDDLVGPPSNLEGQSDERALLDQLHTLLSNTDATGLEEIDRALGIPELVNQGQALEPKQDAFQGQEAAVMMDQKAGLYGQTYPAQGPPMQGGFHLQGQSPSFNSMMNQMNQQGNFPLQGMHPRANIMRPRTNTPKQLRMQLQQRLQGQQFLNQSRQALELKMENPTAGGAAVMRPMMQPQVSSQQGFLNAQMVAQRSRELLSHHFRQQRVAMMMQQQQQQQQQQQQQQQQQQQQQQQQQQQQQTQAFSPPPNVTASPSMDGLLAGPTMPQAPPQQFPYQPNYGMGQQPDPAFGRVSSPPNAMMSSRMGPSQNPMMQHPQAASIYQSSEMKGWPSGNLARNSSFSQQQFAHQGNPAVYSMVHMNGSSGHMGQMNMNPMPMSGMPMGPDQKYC
ABHD5 PLIN5 PPI: blocks binding of human ABHD5 to perilipin-5 | inhibition, % at 4 µM | Q00G26+Q8WTS1 | Split G. princeps luciferase complementation, luminescence, 4 h | 360,000 compounds, 0.78% hits;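 active means inhibition above the mean inhibition across every tested compound plus 3 SD, cut at about 22% in these data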;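 further: 0% = DMSO only wells and the 100% control is not disclosed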
TWEAK Fn14 block: inhibitors of TWEAK-Fn14 interaction signaling; TWEAK-stimulated Fn14 reporter cells, luciferase luminescence, 8 h; inhibition, % at 10 µM; 360,000 compounds, 2% hits; in the data active means inhibition above about 50%
NCOA2 inhibitor: inhibits human steroid receptor coactivator 2; HEK293 GAL4-SRC2 luciferase reporter, luminescence; inhibition, % at 9 µM; 370,000 compounds, 0.17% hits; AID 651957;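 active means inhibition above the mean inhibition of all tested compounds plus 3 SD, set per campaign, cut at about 52% in these data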;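 further: 0% = DMSO treated cells and 100% = cells given Gossypol at 36 µM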
NCOA1 inh: inhibits human SRC1 coactivator; Q15788; HEK293 GAL4-SRC1 luciferase reporter, luminescence; inhibition, % at 3.6 µM; 360,000 compounds, 0.12% hits; AID 588354;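 active means inhibition above the campaign mean plus 3 SD, with each screening campaign given its own cutoff, cut at about 60% in these data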;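 further: 0% = DMSO treated cells and 100% = gossypol at 36 µM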
NOD2 RIPK2 PPI: NOD2-RIPK2 protein interaction inhibition. O43353. AID 624267. inhibition, % at 4.98 µM. 360,000 compounds, 0.38% hits. CHO BLA complementation NOD2-RIPK2, CCF4 ratio; in the data active means inhibition above about 21%;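 further: 0% = vehicle only and 100% = reference blocker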
TROY NFkB inh: inhibitors of TROY-dependent NF-kB signaling. Q293 LMP1-TROYcd NF-kB luciferase reporter, 4 h. AID 1347056. 360,000 compounds, 0.98% hits. inhibition, % at 10 µM;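 active means compounds whose plate-normalised and pattern-corrected inhibition of the luciferase reporter signal at the single screening dose is 50% or more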
TLR9-MyD88 block: inhibitors of human TLR9-MyD88 binding | CHO BLA complementation TLR9-MyD88, CCF4 FRET ratio | inhibition, % at 4.98 µM | 340,000 compounds, 0.21% hits | Q9NR96+Q99836;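 active means inhibition above the mean over all tested compounds plus 3 SD, cut at about 21% in these data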;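 further: 0% = DMSO only wells and 100% = clavulanate BLA inhibitor control wells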
NR5A2 inv ag: NR5A2 inverse agonism in reporter assay; O00482; HEK293T StAR-luciferase reporter, LRH-1 transfected, 24 h; inhibition, % at 3.6 µM; 360,000 compounds, 0.13% hits;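 active means inhibition above the mean inhibition of all tested compounds plus 3 SD, cut at about 73% in these data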;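 further: 0% = DMSO wells and 100% = reporter-only cells lacking LRH-1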
COUP-TFII inh: blocks human COUP-TFII nuclear receptor; inhibition, % at 8.6 µM; 370,000 compounds, 0.7% hits; HEK293T NGFI-A luciferase reporter, luminescence; AID 686940;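 active means inhibition above a per-plate cutoff, mean inhibition of test wells between control levels plus 3 SD, cut at about 38% in these data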;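 further: cells cotransfected with COUP-TFII expression vector driving the NGFI-A reporter; 0% = median of COUP-TF2 test wells and 100% = reporter-only cells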
An asterisk follows results filed as active; nt = no result given. A portion of the library; count on the stated rates, not on these rows.

SMILES	Granule exo inh	NCOA3 inh	ABHD5 PLIN5 PPI	TWEAK Fn14 block	NCOA2 inhibitor	NCOA1 inh	NOD2 RIPK2 PPI	TROY NFkB inh	TLR9-MyD88 block	NR5A2 inv ag	COUP-TFII inh
O=C(Nc1ccccc1)OC1C2CCC1C(N1CCCCC1)CC2 (stereo unspecified)	1	1	1	7	-18	-6	0	-32	1	8	3
NC(=O)c1ccsc1NC(=O)COC(=O)CCc1ccccc1	-7	8	-8	-1	18	-16	-12	12	6	-15	-1
CCOC(=O)Cc1c(C)nc2cc(-c3ccc(Cl)cc3)[nH]n2c1=O	-1	-1	-5	-6	-5	-26	-11	-58	10	-12	-1
O=C(NCc1cccnc1)c1cc(Cl)ccc1[N+](=O)[O-]	1	4	-4	-4	28	1	-4	-3	-6	0	-14
O=C(O)Cc1c(C(=O)O)[nH]c2ccc(C(=O)O)cc12	3	20	-1	-7	-3	13	5	10	2	0	2
O=C(NCCc1ccccc1)c1cccc(NC(=O)C2CCC2)c1	-6	-66	1	-27	-24	-70	-3	-58	3	-78	-40
COc1ccc(CNC(=O)C2CCN(C(=O)c3ccc(-c4ccccc4)cc3)CC2)cc1	11	-3	7	-1	3	5	2	2	1	-3	-14
CN(C)S(=O)(=O)c1ccc(NC(=O)CN2CCN(c3ccccn3)CC2)cc1	0	2	-8	13	-21	-19	-14	11	-1	11	8
O=C(NC1CCCC1)C1C(c2ccccc2)=Nc2ccccc2N1C(=O)c1ccc(C(F)(F)F)cc1 (stereo unspecified)	1	nt	-5	nt	-21	nt	-3	nt	nt	-7	-18
COc1cc2ccccc2cc1C(=O)Nc1ccc(C)cn1	-1	-109	-8	-7	-121	-119	-8	-39	-2	-86	-39
COc1cccc(N=c2oc3ccc(OC)cc3cc2-c2nc3ccccc3[nH]2)c1	-3	-109	0	62*	-75	-112	6	48	15	-87	-75
COc1ccc(NC(=O)CNC(c2ccccc2)c2ccccc2)cc1	0	-10	-4	5	1	-13	2	5	-3	-32	-4
Nc1ncnc2sc3c(c12)CCNC3	18	-21	-5	-10	-9	-20	1	16	-7	-5	11
O=C(CCc1ccccc1)N1CCN(S(=O)(=O)c2cccs2)CC1	4	-11	-12	0	5	-13	-4	9	3	-16	-22
COC(=O)c1cc(C)nc(Nc2nc(C(N)Cc3ccc(F)cc3)cs2)n1 (stereo unspecified)	15	9	3	-3	-5	-3	4	0	nt	18	3
Cc1cc(C)nc(-n2nc(C)cc2NC(=O)C(C)C)n1	1	9	0	8	-21	4	0	5	0	-13	-6
Cc1cc(=O)oc(C)c1C(=O)n1nc(C)c2c1C[C@@H]1[C@H]2C1(C)C	6	1	-4	7	-4	5	-4	-1	2	-14	-8
O=C(Nc1ccc(Nc2ccccc2)cc1)c1cccc(F)c1	5	-76	1	-49	-67	-77	-1	-29	-11	-94	-64
CCOc1ccccc1/C=N/Nc1ccccc1[N+](=O)[O-]	-2	-50	0	-26	-8	-16	1	16	9	-17	13
Cc1ccccc1-n1ncc(C(C)NC(=O)c2ccco2)c1C (stereo unspecified)	0	-2	-3	8	-6	-16	7	-45	-8	-32	-14

With a hit mark in TWEAK Fn14 block, of those listed so far:
SMILES | Granule exo inh | NCOA3 inh | ABHD5 PLIN5 PPI | TWEAK Fn14 block | NCOA2 inhibitor | NCOA1 inh | NOD2 RIPK2 PPI | TLR9-MyD88 block | NR5A2 inv ag | COUP-TFII inh
COc1cccc(N=c2oc3ccc(OC)cc3cc2-c2nc3ccccc3[nH]2)c1 | -3 | -109 | 0 | 62* | -75 | -112 | 6 | 15 | -87 | -75

(cont.)
SMILES	Granule exo inh	NCOA3 inh	ABHD5 PLIN5 PPI	TWEAK Fn14 block	NCOA2 inhibitor	NCOA1 inh	NOD2 RIPK2 PPI	TROY NFkB inh	TLR9-MyD88 block	NR5A2 inv ag	COUP-TFII inh
Cc1nn(CC(=O)c2cccc(Cl)c2)c(C)c1[N+](=O)[O-]	-1	5	-4	-11	-42	-4	-1	-9	-8	-15	23
COc1ccc(C(=O)N2CCN(c3ncccn3)CC2)cc1S(=O)(=O)N1CCOCC1	-1	4	1	8	2	-7	5	3	7	9	0
CCC(CC)C(=O)Nc1ccc(Nc2ccccc2)cc1	2	7	-6	-1	-3	2	-9	-46	3	-45	-7
Cc1cccc(N2C(=O)SC(N(C)c3ccccc3)C2=O)c1 (stereo unspecified)	-1	9	-3	14	-26	0	7	-15	2	0	-5
Cc1nnc(NC(=O)c2ccc3ccccc3n2)s1	3	-95	3	-13	-28	-76	6	-5	-4	-80	-29
C/C(=N/NC(=O)c1cccs1)c1ccc(NC(=O)COc2ccc(Cl)cc2)cc1	2	-100	-4	-59	-51	-159	-13	-35	-1	-141	-38
COc1ccc(Cl)cc1Nc1nc(C)cc(C)c1C(N)=O	-5	-9	4	-29	1	-2	-3	16	2	0	0
CCOC(=O)CCCCCC(=O)Nc1ccc2c(c1)CC(=O)N([C@@H](C)CO)C[C@@H](C)[C@@H](CN(C)C(=O)Nc1ccc(C(F)(F)F)cc1)O2	-4	14	-6	-45	-7	-4	7	6	-11	14	17
NC1CCN(c2c(F)cc3c(=O)c(C(=O)O)cn(C4CC4)c3c2Cl)C1 (stereo unspecified)	-4	17	-4	-10	-30	-7	0	15	-3	5	11
CC(NC(=O)CN1C(=O)NC2(CCCCC2C)C1=O)c1ccccc1 (stereo unspecified)	1	-1	1	11	12	-3	-8	-2	-12	11	-15
Cc1ccc(Nc2cc(C)nc3nnnn23)cc1	-4	20	5	-2	-28	10	2	-16	0	0	-3
Cc1c(Nc2cc(=O)oc3ccccc23)c(=O)n(-c2ccccc2)n1C	-3	20	2	3	-12	14	-23	-23	4	16	21
Cc1ccc(NC(=O)c2ccccc2OCc2ccc([N+](=O)[O-])cc2)nc1	-4	7	3	-30	-24	9	-8	-25	-9	19	-38
N#Cc1cccc(NC(=O)CN2CCCCCC2)c1	1	-7	0	1	-17	-1	-11	5	-4	3	-6
CCCCCCn1c(SCC(=O)c2ccccc2)nc2c1c(=O)[nH]c(=O)n2C	5	-23	-6	19	-18	3	5	-10	12	3	4
COc1ccc(S(=O)(=O)NC(C)C(=O)Nc2ccccc2)cc1Cl (stereo unspecified)	4	16	-8	-4	-25	-12	2	14	-18	1	17
COCCCN1C(=O)C(=O)/C(=C(/O)c2ccc(OCC(C)C)cc2C)C1c1cccnc1 (stereo unspecified)	0	15	-5	15	17	8	0	6	-6	-5	-6
CC(C)(CNC(=O)c1ccc(-c2ccccc2Cl)o1)N1CCOCC1	2	-44	-8	-27	-47	-34	1	-19	-3	-55	-4
CCOCCCNC(=O)C1CCN(S(=O)(=O)c2cc(Br)cc3c2N(C(=O)CC)CC3)CC1	9	3	7	-18	-20	-7	-4	18	-13	16	-7
CN(CC(=O)Nc1cc(S(=O)(=O)N2CCOCC2)ccc1Cl)C1CCS(=O)(=O)C1 (stereo unspecified)	1	5	-6	1	-12	21	-8	-4	4	-8	-10
CN1C(=O)C2(c3ccccc31)c1c(oc3ccccc3c1=O)C(=O)N2CCO (stereo unspecified)	1	10	-1	3	5	11	-9	11	-8	5	-18
COCOCCn1cc(CN2CCS(=O)(=O)N(Cc3ccc(-c4ccc(OC)cc4)cc3)C(CC(C)C)C2=O)nn1 (stereo unspecified)	-3	-15	-1	-7	17	-8	-5	30	-2	9	16
COCc1cc(=O)[nH]c(Cc2c(Cl)cccc2Cl)n1	6	2	-2	-3	1	8	9	-3	-83	9	10
O=c1c2sccc2n(Cc2cc(=O)n3ccccc3n2)c(=O)n1-c1ccccc1	2	13	5	6	-10	-28	0	14	0	-13	7
Cc1ccc(C(C(=O)NC2CCCC2)N(C(=O)Cc2cccs2)c2ccc(C)c(C)c2)o1 (stereo unspecified)	0	9	-8	-9	8	-3	-7	9	-12	19	5
Cc1ccc(C)c(NC(=O)NNS(=O)(=O)c2ccc(C)c(C)c2)c1	2	6	9	5	28	2	0	-6	-10	8	-4
N#Cc1nc(-c2ccccc2F)oc1NCc1cccc2c1OCO2	2	10	-8	-38	-28	-6	-4	-17	-13	-3	5
Cc1ccc(S(=O)(=O)c2cc3ccccc3nc2N)cc1	-22	1	-2	6	-1	-11	0	9	-6	19	4
O=S(=O)(Nc1cccc(S(=O)(=O)N2CCOCC2)c1)c1ccc2c(c1)OCCO2	-1	12	2	0	-4	3	0	7	3	0	-33
CCc1ccc(NC(=O)[C@H](C)NC(=O)C2CCN(C(=O)[C@@H](NC(=O)OC(C)(C)C)C(C)C)CC2)cc1	9	5	-2	17	25	6	-1	0	1	-1	17
CCC(C)(C)NC(=O)CN(Cc1cccs1)C(=O)C(=O)Nc1ccc2c(c1)OCCO2	6	12	0	12	-14	12	-7	11	4	-22	0
COc1ccc(CC(=O)NCC2(N3CCCCC3)CCCCC2)cc1	7	6	7	-1	5	-4	6	2	12	-2	7
N#Cc1ccc(C(=O)NC2=NCCS2)cc1	2	-43	2	-24	-45	-21	1	-21	-4	-38	-7
COc1ccccc1-n1c(C)nnc1SCC(=O)Nc1cccc(C(C)=O)c1	-2	6	-1	-2	-12	4	1	2	0	15	-2
COc1ccccc1C(=O)NNC(=O)c1cccc(C)c1	0	-69	5	-15	-67	-62	-15	-34	0	-68	-36
COc1cccc(NC(=O)CCC(=O)Nc2ccc3nc(N4CCOCC4)cc(C)c3c2)c1	11	-47	4	-1	-26	-50	-10	-1	6	-51	-19
N#Cc1cc2c(nc1SCC(=O)NCc1ccc3c(c1)OCO3)CCCCC2	0	9	-6	38	-27	-6	6	49	3	15	-10
CCOc1ccc(-c2cc(CCCC(=O)NCc3cccnc3)no2)cc1	3	-77	4	-26	-6	-51	-9	-37	-2	-50	-21
C[C@@H](NC(=O)c1nc[nH]c1C(=O)NCC(=O)OC(C)(C)C)c1ccccc1	-5	3	-1	8	2	-8	7	14	4	14	-9
Cc1ccc2cc(CN(C(=O)c3ccco3)c3ccccc3)c(=O)[nH]c2c1	2	-9	4	-38	-30	-9	-6	12	-11	-3	-10
O=C(O)c1ccc(COc2ccc3c(c2)CCC3)cc1	9	-37	-1	39	8	-100	0	-24	-1	-110	7
Cn1cnc2cc(NS(=O)(=O)c3ccc(Br)cc3)ccc21	3	5	4	-3	3	-15	-7	-13	5	0	0
COc1ccc(-c2nc(CS(=O)CC(=O)NC3CCCCC3C)c(C)o2)cc1 (stereo unspecified)	38	-14	-4	-5	2	-14	-7	4	10	-7	0
Cc1ccc(C(=O)C(C)N2C(=O)NC(C)(c3ccccc3)C2=O)cc1 (stereo unspecified)	23	23	12	-10	-3	-34	-5	-33	5	-5	6

Taken from above:
Reading for `COc1ccc(-c2nc(CS(=O)CC(=O)NC3CCCCC3C)c(C)o2)cc1` (stereo unspecified) in TLR9-MyD88 block: 10
Reading for `CN1C(=O)C2(c3ccccc31)c1c(oc3ccccc3c1=O)C(=O)N2CCO` (stereo unspecified) in COUP-TFII inh: -18

Bioassay records deposited in PubChem by several laboratories.
